HIV Rev-RRE inh: inhibitors of HIV-1 Rev-RRE RNA interaction; P05866; Rev peptide-RRE RNA binding, FRET; inhibition, % at 8 µM; actives 0.79% (n = 97,000);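 active means inhibition above the screen-wide mean plus 3 SD, cut at about 35% in these data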;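 further: 0% = median DMSO wells and 100% = median Neomycin B control wells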
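Assay system: labelled RRE RNA duplex and labelled Rev peptide / Medium: HEPES pH 7.5 salt buffer with EDTA / Reagent: labelled Rev peptide / Schedule: 5 + 15 min at 25 °C / Signal: FRET, excitation 480 nm, emission 540 nm donor and 671 nm acceptor / Benchmarks: DMSO and neomycin B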
CYP2C9 activ: increases human cytochrome P450 2C9 activity | recombinant CYP2C9, luciferin-H conversion, luminescence; stronger effect = higher value; factor 1 = untreated enzyme, 0 = blocked | activation factor at 5 µM | actives 1.4% (n = 96,000) | AID 1024;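 active means activation factor of 2 or more for CYP2C9 at a 5 µM dose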;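 further: 0 = sulfaphenazole-blocked wells and 1 = vehicle-only wells; values of inactives mirror those of a sister screen read the other way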
PLK1 PBD inh: blocks phosphopeptide binding to human Plk1 polo box domain; P53350; Plk1 PBD phosphopeptide binding, fluorescence polarization; inhibition, %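 (tested at about 20 µM)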; actives 0.13% (n = 97,000); AID 693; in the data active means inhibition above about 34%, passing the limit was not always enough
Candida biofilm: kills Candida albicans biofilms | C. albicans biofilm + clotrimazole, Alamar Blue | inhibition, % at 6 µM | actives 0.14% (n = 85,000);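 active means inhibition above 20%; inactive means inhibition below 20%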;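 further: preformed 24 hr biofilms exposed to compound for 48 hr; 0% = biofilm without compound and 100% = blank killed by clotrimazole plus chlorhexidine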
PTPN22 act: activators of human LYP (PTPN22) phosphatase; recombinant LYP, DiFMUP fluorescence; 0 = plate median, 100 = signal doubled; activation, % at 2 µM; actives 0.11% (n = 96,000); AID 697;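 active means activation at 2 µM above a set limit, the mean plus 5 SD, cut at about 37% in these data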
PTPN22 inh 2: blocks human PTPN22 phosphatase activity. recombinant LYP catalytic domain, DiFMUP fluorescence. actives 0.21% (n = 96,000). inhibition, % at 2 µM;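 active means inhibition at 2 µM at or above a set limit, the screen mean plus 3 SD, cut at about 24% in these data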;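 further: 0% = DMSO with enzyme and 100% = enzyme fully blocked by orthovanadate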
CYP2C9 inh: inhibitors of human CYP2C9; P11712; CYP2C9 Supersomes, luciferin-H conversion, luminescence; inhibition, % at 5 µM; actives 20% (n = 96,000);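 active means blocking of liver enzyme CYP2C9 beyond about 50% at 5 µM, limit read from the data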; further: values of inactives mirror those of a sister screen read the other way
PLK1 kinase inh: blocks human PLK1 kinase activity. P53350. recombinant PLK1 kinase, TR-FRET peptide phosphorylation. inhibition, % at 10 µM. actives 0.53% (n = 97,000). AID 619;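 active means inhibition of 50% or more in the single-concentration screen; inactive means inhibition below 50%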;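 further: 0% = DMSO max control and 100% = H-89 dihydrochloride min control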
EphB4 ephrin blk: blocks human EphB4 binding to ephrin-B2 | EphB4 LBD / TNYL-RAW-Alexa532 peptide, fluorescence polarization | inhibition, % at 7 µM | actives 0.15% (n = 97,000) | P54760;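 active means inhibition above the screen-wide mean inhibition plus 3 SD, cut at about 15% in these data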;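 further: 0% = DMSO wells and 100% = excess unlabeled TNYL-RAW peptide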
Target sequence (P54760 whole entry, looked up, the tested form may be a part): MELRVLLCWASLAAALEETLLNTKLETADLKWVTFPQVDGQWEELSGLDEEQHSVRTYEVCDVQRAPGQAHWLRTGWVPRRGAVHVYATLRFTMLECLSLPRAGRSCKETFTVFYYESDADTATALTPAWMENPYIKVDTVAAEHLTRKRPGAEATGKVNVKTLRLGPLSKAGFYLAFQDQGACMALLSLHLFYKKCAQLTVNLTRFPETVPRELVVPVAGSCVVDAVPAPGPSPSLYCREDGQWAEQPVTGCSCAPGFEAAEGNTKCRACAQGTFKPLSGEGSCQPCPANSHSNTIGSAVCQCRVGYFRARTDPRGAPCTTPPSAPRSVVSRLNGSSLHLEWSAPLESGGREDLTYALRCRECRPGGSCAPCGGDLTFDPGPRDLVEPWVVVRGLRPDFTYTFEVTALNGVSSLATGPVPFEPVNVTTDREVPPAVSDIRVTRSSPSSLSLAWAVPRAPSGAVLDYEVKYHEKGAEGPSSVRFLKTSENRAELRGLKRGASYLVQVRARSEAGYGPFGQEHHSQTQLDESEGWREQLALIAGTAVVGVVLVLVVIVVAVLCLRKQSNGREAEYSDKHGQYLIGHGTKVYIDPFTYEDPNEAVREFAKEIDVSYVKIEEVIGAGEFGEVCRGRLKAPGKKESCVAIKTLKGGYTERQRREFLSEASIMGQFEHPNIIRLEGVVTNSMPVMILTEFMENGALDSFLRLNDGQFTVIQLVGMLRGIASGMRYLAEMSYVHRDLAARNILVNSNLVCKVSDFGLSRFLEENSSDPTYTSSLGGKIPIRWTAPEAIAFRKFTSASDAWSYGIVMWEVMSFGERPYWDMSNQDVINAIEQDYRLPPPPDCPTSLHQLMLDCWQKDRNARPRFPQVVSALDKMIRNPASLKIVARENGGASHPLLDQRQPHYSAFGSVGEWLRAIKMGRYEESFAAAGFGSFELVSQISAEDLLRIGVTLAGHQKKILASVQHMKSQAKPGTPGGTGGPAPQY
* = called active by the depositor; nt = no result given; [ ] = remark or other dose.

Each structure is followed by: HIV Rev-RRE inh	CYP2C9 activ	PLK1 PBD inh	Candida biofilm	PTPN22 act	PTPN22 inh 2	CYP2C9 inh	PLK1 kinase inh	EphB4 ephrin blk
1) CC(=O)OCN(C#N)c1nc(N(C)C)nc(N(C)C)n1
  3	1.9	25	-2	0	-2	-87	7	-2
2) COc1ccc(Cc2nnc(NC(=O)CSc3ccc(C)cc3)s2)cc1OC
  7	1	15	nt	8	-3	-3	-9	2
3) C=C1c2cc(CC)ccc2NC(=O)N1c1ccc(C)cc1
  7	0.9	-26	17	-3	0	11	-11	1
4) CCCN1C(=O)C(O)(C/C(C)=N/O)c2ccccc21 (stereo not drawn)
  5	1	0	7	2	-5	0	-8	5
5) O=[N+]([O-])c1cnccc1Nc1ccccc1
  -5	0.1	4	9	-2	3	92*	-3	0
6) O=C(Nc1ccccc1)c1[nH]ncc1[N+](=O)[O-]
  4	0.9	-22	nt	-6	1	13	-14	6
7) Cc1cc(C)c(NC(=O)CSc2nnc(Cc3cccn3C)n2-c2ccc(F)cc2)c(C)c1
  5	0.8	-22	1	3	-5	18	4	0
8) Cc1nnc(SCC(=O)N2CCCCC2)s1
  2	nt	6	2	7	-13	nt	-5	0
9) CN(C)S(=O)(=O)N1CCN(c2ccccc2)CC1
  9	0.5	-2	3	2	-2	50	-7	2
10) CCOC(=O)CN1CC23C=CC(O2)C(C(=O)Nc2ccc(F)c(C)c2)C3C1=O (stereo not drawn)
  0	1	-22	10	-5	2	0	6	-2
11) COc1cc2oc(=O)c(Br)c(C)c2c(OC)c1OC
  -1	0.7	19	3	9	-12	29	-12	-7
12) COc1ccc(NC(=O)C(CC(C)C)NS(=O)(=O)c2ccc3c(c2)CCN3C(C)=O)cc1OC (stereo not drawn)
  9	0.9	3	0	-16	13	7	-5	2
13) Cc1cc2c(cc(C(=O)O)n2C)s1
  3	1.1	26	5	-4	4	-5	-7	1
14) CCOC(=O)Cc1csc(NC(=O)c2sc3nc4c(C)cc(C)cc4cc3c2N)n1
  107*[fluorescence artefact?]	0.4	-48	nt	-2	7	59*	-19	-2
15) CCOC(=O)C1=C(C)NC2=C(C(=O)C(C(=O)OCC)C(c3ccco3)C2)C1c1ccccn1 (stereo not drawn)
  8	0.5	-18	4	-1	3	46	-11	-4
16) COC(=O)c1ccccc1S(=O)(=O)N(CCCO)Cc1cc2c(C)ccc(C)c2[nH]c1=O
  2	0.2	-3	1	3	-3	84*	-10	2
17) COCCNC(=O)CN(c1ccc(C)cc1)S(=O)(=O)c1ccccc1
  6	1.1	5	3	1	-1	-11	-10	3
18) Cc1ccc(-c2csc(SCC(=O)Nc3cc(C)on3)n2)cc1
  5	nt	-11	2	4	-2	nt	-3	3
19) COc1cccc(C(C(=O)NC2CCCCC2)N(C(=O)c2ccco2)c2ccc(-n3cnnn3)c(C)c2)c1 (stereo not drawn)
  8	nt	-5	5	-2	2	nt	-13	4
20) O=C(O)CCc1ccc(-c2cccs2)n1NC(=O)c1ccco1
  4	0.9	2	1	-7	8	6	-6	-3

Following part:
Each structure is followed by: HIV Rev-RRE inh	CYP2C9 activ	PLK1 PBD inh	Candida biofilm	PTPN22 act	PTPN22 inh 2	CYP2C9 inh	PLK1 kinase inh	EphB4 ephrin blk
21) CC12C(=O)N(c3ccccn3)C(=O)C1C1C=CC2C1 (stereo not drawn)
  4	1	4	1	7	-10	-3	-19	-9
22) CC1(C)CC(=O)C=C(NCCO)C1
  -2	1.2	-6	8	-1	-1	-16	-10	-6
23) COC(=O)C1=C(N)Oc2cc(C)oc(=O)c2C1c1cccnc1 (stereo not drawn)
  4	0.6	5	10	1	-3	38	-7	-7
24) FC(F)(F)c1nc(N2CCCC2)ncc1-c1nnnn1-c1ccc(Cl)cc1
  6	0.6	-12	nt	2	-4	39	-7	-2
25) O=C1c2oc3ccccc3c(=O)c2C(c2cccnc2)N1Cc1ccco1 (stereo not drawn)
  8	0.8	8	2	11	-16	18	-9	2
26) O=C(NCc1ccc(Cl)cc1)c1ccc(Cn2cc(C(F)(F)F)ccc2=O)cc1
  12	0.5	-26	nt	-4	7	47	-11	-2
27) CCc1sc(N(C(=O)Cc2ccccc2)c2ccccc2)nc1-c1ccccc1
  22	0.6	-4	nt	-4	7	38	-8	1
28) O=C(COc1cccc2ccccc12)NNC(=O)Nc1ccccc1
  3	2*	-15	nt	0	-3	-104	-13	2
29) Cc1cccc(OCCNC(=O)c2cc(-n3cnnc3)ccc2Cl)c1
  0	1.1	28	nt	7	-5	-10	-14	-1
30) CCc1ccc2[nH]c(=O)c(C(c3nnnn3CCOC)N3CCN(c4ccccc4)CC3)cc2c1 (stereo not drawn)
  3	0.3	-24	-3	-3	3	69*	-6	-8
31) CCOP(=O)(c1c(F)c(F)c(F)c(F)c1F)C(O)c1ccccc1 (stereo not drawn)
  6	0.8	-17	-7	-4	3	17	-4	-1
32) CCOc1ccccc1C1C(C(=O)Nc2ccccc2OC)=C(C)Nc2nc(CCCO)nn21 (stereo not drawn)
  nt	0.7	29	3	4	-5	25	-14	nt
33) COc1ccc(N/C(N)=N/c2nc(CSc3ccc(Cl)cc3)cc(=O)[nH]2)cc1
  13	0.5	0	5	2	0	49	-4	2
34) O=C(NC(C(=O)c1ccccc1)n1ccc(=O)[nH]c1=O)c1ccccc1 (stereo not drawn)
  5	1.1	-7	9	9	-12	-6	0	-9
35) CC1CC1C(=O)OCc1cc(=O)n2cc(Br)ccc2n1 (stereo not drawn)
  4	0.6	38	6	-1	0	36	-18	2
36) Cc1ccc(/C=N/NC(=O)CSCc2ccc(Cl)cc2)cc1
  6	0.7	-9	nt	16	-13	28	2	-10
37) O=C(OC1CCS(=O)(=O)c2sccc21)c1ccccc1 (stereo not drawn)
  1	0.7	-14	10	13	-11	35	-6	5
38) Clc1ccc(OCCN2CCOCC2)cc1Cl
  7	1	10	-2	-3	5	1	3	4
39) CCOC(=O)c1cnn(-c2ccccc2)c1-n1cccc1C(=O)C(=O)Nc1ccccc1
  4	0.3	-12	nt	5	-3	72*	-2	-7
40) CC(CCc1ccc(O)cc1)N(C)CCc1ccccc1 (stereo not drawn)
  -4	1.2	1	6	-6	3	-21	-5	-7

New compounds follow:
Each structure is followed by: HIV Rev-RRE inh	CYP2C9 activ	PLK1 PBD inh	Candida biofilm	PTPN22 act	PTPN22 inh 2	CYP2C9 inh	PLK1 kinase inh	EphB4 ephrin blk
41) O=C1c2cnc3nc(SCc4cccc(Cl)c4)nn3c2CC2c3ccccc3CCN12 (stereo not drawn)
  2	0.5	-19	nt	-16	14	46	-2	7
42) COc1ccc(-c2cc(=O)[nH][nH]2)cc1OC
  5	1	-15	2	1	-4	-3	-35	-2
43) Cc1cc(NC(=O)CCCN2C(=O)c3cccnc3C2=O)no1
  9	0.6	-1	-2	1	-4	38	-7	1
44) CCOC(=O)c1cc(C)sc1NC(=O)c1ccc(Cl)s1
  17	0.8	1	1	-6	9	22	-7	-1
45) O=C(CS(=O)(=O)Cc1ccccc1)Nc1nc2ccccc2s1
  10	0.5	-14	-1	-6	4	55*	-11	13
46) CCCC(=O)N1CC2(CCC)CN(C(=O)CCC)CC(CCC)(C1)C2=O
  -4	1.2	12	6	5	-7	-17	2	0
47) Cc1nc(-c2cccc(NC(=O)c3cccs3)c2)cs1
  -2	nt	-8	5	1	-4	nt	-9	8
48) CC(C)CC(c1nnnn1Cc1ccccc1)N1CCN(C(=O)c2ccco2)CC1 (stereo not drawn)
  -1	0.3	-39	3	14	-13	65*	-2	-7
49) O=[N+]([O-])c1cc(/C=N/O)ccc1SCc1ccccc1
  -2	0.7	6	nt	11	-8	26	-12	-8
50) CCc1c(C)c2ccc(OCC(=O)N(C)C)c(C)c2oc1=O
  4	1.1	-2	8	7	-12	-14	-11	-2
51) CSc1cc(C)n(-c2ccccc2C)c(=S)c1C(C)=O
  0	0.9	-4	nt	-3	-1	14	9	-6
52) CCCOc1ccc(S(=O)(=O)NCCN2CCOCC2)c2ccccc12
  5	0.6	12	4	-4	4	44	-8	0
53) Clc1cccc(OCCN2CCOCC2)c1
  3	1	14	nt	-5	4	0	2	-3
54) CCCNC(=O)c1cc(S(=O)(=O)N2CCc3ccccc32)ccc1F
  6	nt	15	6	-3	6	nt	-10	-1
55) CCOc1ccc(S(=O)(=O)N2CCCC2)cc1
  5	1.3	-18	0	-7	6	-26	-5	3
56) O=C(/C=C/c1cccc([N+](=O)[O-])c1)NCc1cccnc1
  3	0.7	17	nt	13	-10	34	-7	-11
57) CCCCCSc1nnc(C)c(=O)[nH]1
  9	1	2	nt	-8	6	-5	-5	0
58) Cc1ccc(C)c(S(=O)(=O)N2CCN(CC(=O)N3CCc4ccccc4C3)CC2)c1
  4	3.4*	14	6	-10	9	-242	-3	-3
59) O=C1Nc2ccccc2C(O)(C(=O)NCc2ccc3c(c2)OCO3)N1c1ccc(Cl)c(Cl)c1 (stereo not drawn)
  6	0.9	-7	-3	-5	6	5	-7	3
60) CSc1nsc(SC)c1C(=O)N1CCN(S(=O)(=O)c2ccc(C)cc2)C1C (stereo not drawn)
  5	0.3	-19	6	-4	2	74*	9	-1

Continued.
Each structure is followed by: HIV Rev-RRE inh	CYP2C9 activ	PLK1 PBD inh	Candida biofilm	PTPN22 act	PTPN22 inh 2	CYP2C9 inh	PLK1 kinase inh	EphB4 ephrin blk
61) CCOc1ccc(CN2C(=O)c3ccccc3C2C(=O)NCc2cccnc2)cc1 (stereo not drawn)
  7	0.7	-27	5	-3	2	28	-7	2
62) COc1ccc(C2CC(=O)c3c(C)nc(N4CCN(Cc5ccccc5)CC4)nc3C2)cc1OC (stereo not drawn)
  10	0	-1	-1	1	-2	100*	-2	5
63) Cc1ccc(-c2noc(CCCN3C(=O)c4ccccc4C3=O)n2)cc1
  6	0.7	-9	0	0	3	33	-13	1
64) CCOC(=O)CNc1nnc(SCC(=O)OCC)[nH]c1=O
  5	1	16	4	-8	7	2	-10	-9

Screens deposited in PubChem BioAssay by several laboratories.
